Source: PubChem BioAssay (Sanford-Burnham Center for Chemical Genomics)
Mdm2-MdmX inh: human Mdm2/MdmX binding inhibition; SaOS-2 split-luciferase Mdm2/MdmX complementation, luminescence; inhibition, % at 8 µM; hit rate 3% among 330,000; AID 485346;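 active = inhibition of at least 50% at 8 µM in the primary screen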
tim10-1 inh: growth inhibitors of tim10-1 mutant yeast; S. cerevisiae tim10-1 ts strain growth, BacTiter-Glo, 24 h; inhibition, % at 20 µM; hit rate 2.2% among 330,000;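 active = inhibition of at least 40%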;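 note: mutant grown at 25 °C; 0% = DMSO wells with yeast and 100% = wells holding no yeast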
APJ agonist: APJ receptor agonism. CHO-K1 APJ PathHunter beta-arrestin, luminescence; 0% DMSO wells, 100% apelin. activation, % at 20 µM. hit rate 0.11% among 330,000;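 active = activation more than six SD over the plate average, tested at 20 µM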;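 note: 0% = DMSO alone and 100% = apelin-13 at 10 nM; some results filed as inactive read as strong as hits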
Target sequence (P35414 whole entry, looked up): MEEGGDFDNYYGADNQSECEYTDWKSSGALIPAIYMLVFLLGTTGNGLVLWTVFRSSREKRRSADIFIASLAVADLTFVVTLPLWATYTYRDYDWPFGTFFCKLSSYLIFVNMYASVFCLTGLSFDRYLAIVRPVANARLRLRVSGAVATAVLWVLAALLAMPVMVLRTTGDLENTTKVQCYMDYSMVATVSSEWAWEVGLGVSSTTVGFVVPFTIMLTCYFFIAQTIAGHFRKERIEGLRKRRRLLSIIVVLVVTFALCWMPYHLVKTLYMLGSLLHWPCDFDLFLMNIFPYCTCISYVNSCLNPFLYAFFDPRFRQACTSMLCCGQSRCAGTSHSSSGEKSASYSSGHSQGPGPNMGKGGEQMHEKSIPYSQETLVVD
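Assay system: engineered CHO-K1 APJ arrestin reporter cells; Amount: 1000 CHO-K1 reporter cells seeded per well; Dosing: one dose, 20 µM compound, 1% DMSO; Times: compound stimulation 90 min at 25 °C, detection 60 min; Measured by: luminescent beta-gal fragment complementation, chemiluminescent substrate; Read-out: APJ–arrestin association signal; Controls: DMSO vs Apelin-13 10 nM.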
NR3A LBD binder: modulators (binders) of human NR3A ligand-binding domain. AID 1259313. NR3A LBD differential scanning fluorimetry, Tm shift; 0% = protein alone, 100% = glycine-bound protein. Tm shift relative to glycine control, % at 25 µM. hit rate 2.5% among 340,000;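 active = melting temperature shift of at least 10% of the positive control shift, at one fixed dose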
CHOP UPR activ: apoptotic UPR (CHOP) activation; CHO-CHOP luciferase reporter, luminescence; percent of tunicamycin response over DMSO baseline; activation, % at 10 µM; hit rate 0.34% among 330,000;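 active = at 10 µM dose, activation of 40% or more, normalized to positive control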;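 note: 100% = tunicamycin at 10 µg/mL and 0% = DMSO alone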
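Dosing – one dose, 10 µM in 0.5% DMSO · System – CHO-CHOP cells, stable luciferase reporter of PERK-eIF2a-CHOP signalling · Input – 500 cells/well · Control set – tunicamycin 10 µg/mL final as positive, DMSO-only wells as negative · Timing – 6 h compound treatment, 37 °C · Measure – % activation vs tunicamycin · Technique – luminescence read with Steady-Glo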
NLRP3 yeast inh: inhibitors of NALP3 inflammasome in yeast; Yeast reconstituted NLRP3/ASC/caspase-1, beta-gal luminescence, 24 h; inhibition, % at 10 µM; hit rate 0.39% among 330,000;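 active = inhibition of 50% or more; inactive = inhibition below 50%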;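 note: plate controls were induced DMSO wells for no effect and uninduced yeast grown without galactose for full effect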
TIM10 inh: inhibits growth of TIM10 yeast strain; S. cerevisiae TIM10 strain growth, BacTiter-Glo luminescence, 24 h; inhibition, % at 10 µM; hit rate 1.4% among 330,000;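 active = inhibition of 40% or more at the single tested concentration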;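 note: wild-type TIM10 isogenic control strain grown at permissive 25 °C; 0% = DMSO yeast wells and 100% = minimal medium wells without yeast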
tim23-1 inh: tim23-1 yeast growth inhibition | hit rate 1.3% among 330,000 | AID 463212 | inhibition, % at 20 µM | S. cerevisiae tim23-1 growth, BacTiter-Glo luminescence, 24 h;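 active = growth inhibition of the mutant yeast at or above 50%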;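 note: temperature-sensitive mutant grown at 25 °C; plate controls were DMSO-treated mutant yeast for no effect and medium wells lacking yeast for full effect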
XBP1 UPR activ: activators of adaptive arm of unfolded protein response (XBP1). hit rate 0.33% among 330,000. CHO-XBP1 luciferase reporter, IRE1-XBP1 UPR activation, luminescence; percent of tunicamycin response, DMSO as zero. activation, % at 20 µM;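 active = versus positive control, 20 µM dose yields 30% or more activation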;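 note: 100% = tunicamycin at 10 µg/mL and 0% = DMSO only wells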
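Material – CHO cell line with stable XBP1 luciferase reporter · Buffer or medium – F12 plus 10% FBS · Compound – single point, 20 µM final compound, 1% DMSO · Schedule – 16-18 h cell attachment at 37 °C, then 6 h compound exposure · Signal – Steady-Glo luminescence read · Benchmarks – high control tunicamycin 10 µg/mL final, low control DMSO vehicle only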
Active calls of the source: *.

SMILES | Mdm2-MdmX inh | tim10-1 inh | APJ agonist | NR3A LBD binder | CHOP UPR activ | NLRP3 yeast inh | TIM10 inh | tim23-1 inh | XBP1 UPR activ
CC(C)CSc1n[nH]c(=S)s1 | -10 | 9 | -4 | 2 | 2.0 | 21 | 14 | 15 | 3
CCc1ccccc1-n1c(SCC(=O)N2CCCC2)nnc1-c1ccccn1 | -13 | 30 | -3 | 0 | -2.6 | -3 | 5 | -7 | -1
Cc1cc(C)n(C(=O)c2cccc(S(=O)(=O)N3CCCCC3)c2)n1 | 20 | 16 | -4 | -2 | 0.8 | -8 | -12 | 18 | -1
Cc1ccc(N2CCN(C(=O)c3cc(C(=O)c4ccccc4C)c[nH]3)CC2)c(C)c1 | 40 | 17 | -2 | 0 | -0.1 | 11 | 24 | 38 | 3
CCOC(=O)c1c(CN(C)C)n(-c2ccccc2)c2cc(Br)c(OC)cc12 | 34 | 28 | -5 | -3 | 2.5 | 40 | 24 | 31 | -2
Cc1ccc(S(=O)(=O)N2CCN(CC(O)CN3CCOCC3)CC2)cc1 (centres undefined) | 16 | 0 | -2 | 2 | 0.2 | 15 | -9 | -5 | 0
CCOc1ccc2cc(C3CC(c4ccco4)=NN3S(=O)(=O)c3ccccc3)c(Cl)nc2c1 (centres undefined) | 15 | 13 | 1 | 2 | 1.4 | -3 | 10 | 30 | -2
COc1ccc(-c2cn(-c3ccc(OC)cc3)c3[n+]2-c2ccccc2CC3)cc1 | 57* | 53* | -2 | -1 | -1.3 | 7 | 23 | 25 | -4
CCN(CC)S(=O)(=O)c1ccc2c(c1)nc(CCC(=O)Nc1ccc(N3CCOCC3)cc1)n2C | 32 | 7 | 0 | -1 | 1.5 | 7 | 15 | 4 | 2
COc1cc(S(=O)(=O)N2CCN=C2c2ccccc2)c(OC)cc1Cl | 16 | -2 | 0 | 2 | -4.0 | 13 | -18 | 10 | -6
O=C(CN1CCN(C(=O)c2ccco2)CC1)Nc1cc(C(F)(F)F)ccc1Cl | 22 | 18 | -4 | 14* | -1.3 | 31 | -6 | 14 | -4
S=C(Nc1ccc(N2CCOCC2)cc1)Nc1ccc2nc(-c3ccco3)c(-c3ccco3)nc2c1 | 13 | -1 | 3 | -2 | -3.0 | 21 | 1 | 13 | -2
O=C(CSc1nnc(-c2cccnc2)n1-c1ccccc1)Nc1ccc2c(c1)OCO2 | 25 | -1 | 0 | 7 | 0.3 | 4 | 4 | 4 | -2
CCCNC(=O)CS(=O)Cc1nc(-c2ccccc2C)oc1C (centres undefined) | 27 | 14 | -8 | -1 | -1.8 | 6 | -2 | 5 | -3
CN(C)c1nc(N)nc(Cn2nnc(-c3ccc(C(F)(F)F)cc3)n2)n1 | 6 | -6 | 1 | -7 | 1.0 | 13 | -11 | -20 | 1
N#Cc1c(N)c2ccccn2c1C(=O)c1ccc(Br)cc1 | 30 | -5 | -4 | 0 | 2.3 | 14 | 12 | 22 | 5
CN(C)CCCCOc1cccc(Br)c1 | 2 | 1 | 1 | -1 | 1.2 | 23 | -1 | 3 | 1
COc1ccc(C)cc1NC(=O)CNC(=O)[C@@H]1Cc2ccccc2CN1 | 4 | -7 | -2 | -2 | 0.0 | 16 | 2 | 4 | 0
O=C(Cc1ccc(Cl)cc1)NC(=S)Nc1ccccc1O | 22 | -8 | -1 | -5 | 0.0 | 19 | -11 | 12 | 5
CS(=O)(=O)c1ccc2nc(NC(=O)C3C4C=CC(C4)C3C(=O)O)sc2c1 (centres undefined) | 0 | 5 | -3 | -2 | -2.2 | -1 | 0 | 5 | -2
CCCCn1c(=O)[nH]c(=O)c2c1nc(-c1ccc(-c3ccc(F)cc3)o1)n2C | 74* | -12 | -3 | -1 | 0.8 | 11 | -9 | -6 | -2
CCN(CC)C(=O)CN(Cc1ccccc1)S(=O)(=O)c1ccc(F)cc1 | 7 | 20 | -4 | 1 | -1.6 | 9 | -11 | 8 | -4
COc1ccc(C(=O)C2CCCN(C(=O)c3noc4c3CCCC4)C2)cc1F (centres undefined) | 6 | 13 | -4 | -3 | 0.6 | 6 | 16 | 20 | -2
O=C(NCC1COc2ccccc2O1)c1ccc(-n2cncn2)c([N+](=O)[O-])c1 (centres undefined) | -7 | -14 | 1 | 0 | 0.5 | 13 | -5 | -16 | -1
COC(=O)C1C(C(C)C)N(c2ccccc2)OC1(C)O (centres undefined) | -14 | 5 | -1 | 4 | 0.0 | 14 | 1 | -4 | -4
Cc1ccc(S(=O)(=O)N2CCCc3cc(NC(=O)c4c(F)cccc4F)ccc32)cc1 | 13 | 26 | 1 | 5 | 3.4 | 6 | 19 | 13 | -4
Cc1ccnc(NS(=O)(=O)c2ccc(NC(=O)c3ccc(N4C(=O)CCC4=O)cc3)cc2)n1 | -15 | 12 | 2 | 0 | -2.6 | 8 | -5 | 30 | -1
CCn1c(SCCN2CCOCC2)nc2c1c(=O)n(C)c(=O)n2C | 17 | 13 | -2 | -1 | 0.7 | 24 | -7 | 8 | -4
Cc1ccc(NS(=O)(=O)Cc2ccccc2)cc1Cl | 9 | 35 | -1 | -5 | 0.6 | 41 | 2 | 40 | -1
Cc1ccc(C(OC(=O)c2ccco2)C(=O)NC(C)(C)C)cc1 (centres undefined) | -16 | 1 | -2 | -1 | -0.2 | 31 | -14 | 9 | -2
Cc1cccc(CC2S/C(=N/c3cccc(C)n3)NC2=O)c1 (centres undefined) | 17 | 30 | -3 | 0 | -0.7 | 8 | 33 | 14 | 0
Cc1ccc(C(=O)N2CC(C)CC(C)C2)cc1S(=O)(=O)N1CCCCC1 (centres undefined) | 19 | 10 | -1 | 1 | 0.0 | 8 | 7 | 30 | -4
COc1cc(/C=C(\C#N)c2ccccn2)ccc1OCC(=O)Nc1ccc(Br)cc1 | 100* | -3 | -2 | 3 | -0.6 | 5 | 7 | 27 | 5
COC(=O)C1(C)NCCc2c1[nH]c1ccccc21 (centres undefined) | 5 | 3 | -3 | 1 | 0.2 | 5 | 1 | -15 | -1
CCCn1nnnc1SCC(=O)Nc1sc(C)c(C)c1C#N | 0 | 4 | -2 | 0 | -2.7 | 10 | 5 | 17 | -2
CCOC(=O)N1CCC(N(CCN(C)C)C(=S)Nc2ccccc2Cl)CC1 | 10 | 14 | -2 | -1 | 0.0 | 5 | -14 | 6 | -1
Cc1cc(C)cc(-n2c(C)cc(/C=N/NC(=O)CN(c3c(C)cccc3C)S(C)(=O)=O)c2C)c1 | 23 | -3 | -1 | 0 | 4.5 | 10 | 6 | -5 | -1
CC(NC(=O)COc1cccnc1[N+](=O)[O-])c1ccc(Cl)cc1 (centres undefined) | 6 | 12 | -2 | -2 | 0.1 | 15 | -5 | 10 | 1
O=C(NC(=S)Nc1ccc(S(=O)(=O)N2CCCCCC2)cc1)c1cccs1 | 29 | 15 | -4 | 4 | 2.3 | 4 | 6 | 9 | 0
CCOc1ccc(C(=O)NCC(=O)N2CCc3ccccc3C2)cc1OCC | -3 | 12 | -1 | -1 | -0.8 | 15 | -13 | 9 | -2

Some of these compounds in order of count of non-hydrogen atoms, high to low.
SMILES | Mdm2-MdmX inh | tim10-1 inh | APJ agonist | NR3A LBD binder | CHOP UPR activ | NLRP3 yeast inh | TIM10 inh | tim23-1 inh | XBP1 UPR activ
O=C(NC(=S)Nc1ccc(S(=O)(=O)N2CCCCCC2)cc1)c1cccs1 | 29 | 15 | -4 | 4 | 2.3 | 4 | 6 | 9 | 0
CC(NC(=O)COc1cccnc1[N+](=O)[O-])c1ccc(Cl)cc1 (centres undefined) | 6 | 12 | -2 | -2 | 0.1 | 15 | -5 | 10 | 1
COC(=O)C1(C)NCCc2c1[nH]c1ccccc21 (centres undefined) | 5 | 3 | -3 | 1 | 0.2 | 5 | 1 | -15 | -1

The list continues.
SMILES | Mdm2-MdmX inh | tim10-1 inh | APJ agonist | NR3A LBD binder | CHOP UPR activ | NLRP3 yeast inh | TIM10 inh | tim23-1 inh | XBP1 UPR activ
O=C(COC(=O)c1ccc(Cl)cc1[N+](=O)[O-])NC(=O)c1ccccc1 | -47 | 10 | 20 | 4 | -0.3 | 29 | 5 | 13 | -2
CCN(C1CCS(=O)(=O)C1)S(=O)(=O)c1ccc(OC)c(OC)c1 (centres undefined) | -16 | -19 | -2 | 0 | -0.5 | 23 | -3 | -12 | -2
COc1ccc(/C=N/NC(=O)OC(C)(C)C)cc1OC | 6 | 14 | -1 | 1 | 4.9 | 8 | 6 | 10 | -3
CCOc1ccc(S(=O)(=O)NCCC(=O)N2CC(C)CC(C)C2)cc1 (centres undefined) | -2 | -8 | 7 | 1 | 1.3 | 17 | 18 | 8 | -3
CCOc1ccccc1CN1CCN(Cc2cccc3nonc23)CC1CCO (centres undefined) | 14 | 3 | -7 | -2 | -0.7 | 10 | 11 | 0 | -3
CCNS(=O)(=O)c1ccc2c(c1)n(C)c(=O)n2C | 20 | 4 | -2 | -2 | 0.0 | 13 | -12 | -2 | -2
CCS(=O)(=O)N1CCC(c2nc3ccccc3[nH]2)CC1 | 17 | 9 | -3 | -1 | 2.3 | 6 | 2 | -5 | -2
CN(CC(=O)NC1CC1)S(=O)(=O)c1cc(Cl)ccc1Cl | -2 | 18 | 0 | -1 | -0.5 | 13 | 7 | -2 | -3
CC(C)CC(=O)Nc1cccc(NC(=O)CC(C)C)n1 | -19 | 15 | -2 | -3 | -2.5 | 12 | -2 | 15 | -2
COc1cc(N2C(=O)c3ccccc3C2=O)c(Cl)cc1C(=O)OCC(=O)N(C)C | -31 | -2 | -1 | -1 | 0.6 | 10 | -4 | 4 | -1
COc1ccc2c(CSc3nc4nc(C)cc(C)n4n3)cc(=O)oc2c1 | 12 | 32 | 1 | 0 | -0.6 | -2 | 25 | 21 | 2
CS(=O)(=O)N(CC(=O)N1CCCCCC1)Cc1ccc(Cl)cc1 | 23 | 24 | 0 | 0 | -2.1 | 1 | 3 | 24 | -1
N#Cc1nc(COc2ccccc2Cl)oc1N1CCCC1 | 7 | 33 | 0 | -1 | 3.3 | 46 | 12 | 22 | 3
CC1CCC(N(C(=O)c2csnn2)C(C(=O)NC(C)(C)C)c2cccnc2)CC1 (centres undefined) | 1 | -1 | -2 | -9 | -1.5 | 12 | 11 | 7 | 1
CCOC(=O)C1CCN(C(=O)COc2ccc(S(=O)(=O)NC(C)C)cc2)CC1 | 21 | 0 | -2 | 1 | -0.5 | 8 | -15 | 0 | -1
Cc1c(C(=O)NCC2COc3ccccc3O2)oc2ccc(S(=O)(=O)N(C)C3CCCCC3)cc12 (centres undefined) | 3 | 17 | -3 | -3 | -0.9 | 8 | 19 | 17 | 2
COc1cccc2cc(CC(=O)c3ccc(C)cc3C)c(=O)oc12 | -7 | 23 | -1 | 6 | 4.3 | 6 | 18 | 19 | 2
Cc1cc(C)cc(OCC(=O)NNC(=O)c2cc(C)[nH]n2)c1 | 15 | 11 | -1 | 2 | -2.3 | 13 | -10 | 13 | -4
COc1ccccc1Cn1nnc2c(=O)[nH]c(C3CCN(C(=O)c4ccc(C)cc4)CC3)nc21 | 13 | -4 | -1 | -3 | -1.3 | 9 | 2 | 5 | -3
